From PubChem
HTRA1 inhibitor: HTRA1 serine protease inhibitors, primary screen, biochemical, fluorescence polarization, HTS | Q92743 | inhibition, % at 5.96 µM | recombinant HTRA1, FP-rhodamine activity-based probe | AID 504803, 2011 | hit rate 0.5% among 340,000; in the data active = inhibition above about 36%;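 note: 0% = enzyme with DMSO and 100% = wells lacking enzyme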
PRMT1 FP inh: PRMT1 methyltransferase inhibitors, primary screen, biochemical, fluorescence polarization | inhibition, % at 2.79 µM | hit rate 1.3% among 370,000 | recombinant PRMT1, activity-based probe fluorescence polarization | Protein arginine N-methyltransferase 1 (Homo sapiens), Q99873;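 active = inhibition above about 21% made by adding two undisclosed values, limit read from the data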
Tn7 DDE FP: inhibitors of Tn7 peptide binding to fibrin DD(E), primary screen, biochemical, fluorescence polarization, human fibrin, Tn7 probe. Fibrinogen beta chain (Homo sapiens), P02675. FP displacement of FITC-Tn7 peptide from fibrin DD(E); 0% = median of compound wells per plate. inhibition, % at 8.3 µM. hit rate 0.13% among 370,000;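 active = inhibition above the mean of compounds falling within the control limits plus 3 SD of them, cut at about 14% in these data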;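 note: 0% = plate median of compound wells and 100% = 10 µM Aha-Tn7 peptide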
Target sequence (P02675 whole entry, looked up): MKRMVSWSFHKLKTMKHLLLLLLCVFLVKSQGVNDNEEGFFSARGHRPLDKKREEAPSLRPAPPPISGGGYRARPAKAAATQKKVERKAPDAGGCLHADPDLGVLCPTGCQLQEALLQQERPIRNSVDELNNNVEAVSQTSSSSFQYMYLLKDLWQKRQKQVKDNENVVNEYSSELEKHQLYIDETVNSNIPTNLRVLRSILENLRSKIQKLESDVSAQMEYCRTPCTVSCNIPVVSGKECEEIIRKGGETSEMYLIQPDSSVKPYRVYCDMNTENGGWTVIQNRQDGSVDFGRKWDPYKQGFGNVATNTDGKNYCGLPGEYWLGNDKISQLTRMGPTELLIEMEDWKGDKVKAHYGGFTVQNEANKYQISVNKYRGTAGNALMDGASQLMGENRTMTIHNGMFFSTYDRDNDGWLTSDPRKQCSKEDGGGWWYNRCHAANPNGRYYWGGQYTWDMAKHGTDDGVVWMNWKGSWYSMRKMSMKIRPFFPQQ
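System: human fibrin DD(E); quantity: Fibrin-DD(E) at 2 µM final; also added: fluorescent Tn7 probe at 0.1 µM; compound dosing: single nominal test concentration of 8.3 µM per compound; schedule: 10 min preincubation, 3 h with tracer, room temperature; detection: fluorescence polarization of the labelled Tn7 tracer; repeats: one replicate per compound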
PG9 Ab binder: binders of HIV-1 gp120 antibody PG9, primary screen, biochemical, TR-FRET. inhibition, % at 6.7 µM. TR-FRET gp120-PG9 antibody binding. HIV-1 gp120 / PG9 antibody interaction. AID 624416, 2012. hit rate 0.43% among 360,000; in the data active = inhibition above about 8.5%
UHRF1 MBD2 ctr: UHRF1 methylated DNA binding inhibitors, primary screen, counter-screen for MBD2 inhibitor project, biochemical, TR-FRET, human UHRF1, single concentration; E3 ubiquitin-protein ligase UHRF1 (Homo sapiens), Q96T88; UHRF1 binding to methylated oligo; inhibition, % at 4.4 µM; hit rate 0.75% among 370,000; AID 687016, 2013; in the data active = inhibition above about 21%;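 note: UHRF1 SRA domain binding a hemimethylated CpG hairpin DNA probe; 0% = median of test compound wells and 100% = reference inhibitor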
mABHD4 FP: ABHD4 inhibitors, primary screen, biochemical, fluorescence polarization, mouse; inhibition, % at 8.92 µM; hit rate 0.54% among 370,000; (Lyso)-N-acylphosphatidylethanolamine lipase (Mus musculus), Q8VD66; purified mABHD4, FP-Rh probe fluorescence polarization;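 active = inhibition exceeding the mean over every tested compound plus 3 SD, cut at about 30% in these data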;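 note: 0% = plate median of compound wells and 100% = S159A mutant with DMSO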
Target sequence (Q8VD66 whole entry, looked up): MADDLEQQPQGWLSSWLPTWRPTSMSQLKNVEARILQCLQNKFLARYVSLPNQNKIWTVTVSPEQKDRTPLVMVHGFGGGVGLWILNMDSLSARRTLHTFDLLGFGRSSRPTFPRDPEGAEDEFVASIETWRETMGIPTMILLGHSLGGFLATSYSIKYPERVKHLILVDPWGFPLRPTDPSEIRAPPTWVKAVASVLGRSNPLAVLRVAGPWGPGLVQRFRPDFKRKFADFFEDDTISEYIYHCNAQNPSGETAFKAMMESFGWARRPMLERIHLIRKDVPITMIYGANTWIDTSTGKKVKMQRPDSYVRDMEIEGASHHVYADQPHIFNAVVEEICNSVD
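Doses – 8.92 µM, single dose · Material – wild-type mouse ABHD4 protein · Replication – single well per compound (singlicate) · Measure – percent inhibition of probe binding, normalized to plate controls · Schedule – 45 min compound pre-incubation plus 60 min probe step, 25 °C · Detection – fluorescence polarization with parallel and perpendicular emission, 525/598 nm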
SIAE inh: human SIAE inhibitors, primary screen, biochemical, fluorescence polarization, FP-Rh probe, 1536-well HTS; AID 1053197, 2014; hit rate 0.69% among 370,000; inhibition, % at 9.66 µM; Sialate O-acetylesterase (Homo sapiens), Q9HAT2; SIAE FP-Rh probe binding;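 active = inhibition above a cutoff: mean of compounds within the control limits plus 3 SD of those, cut at about 17% in these data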;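 note: 0% = plate median of compound wells and 100% = probe without SIAE protein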
LEDGF integ inh: blockers of LEDGF/p75-dependent integrase strand transfer – biochemical, TR-FRET, high throughput, primary screen; hit rate 0.64% among 370,000; TR-FRET IN-LEDGF/p75 DNA integration, Eu/Cy5; inhibition, % at 3.7 µM;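 active = inhibition above the screen-wide mean plus 3 SD, cut at about 13% in these data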;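 note: signal is the Cy5 over europium emission ratio at 671 and 618 nm; 0% = plate median of compound wells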
TDP2 absorb: human TDP2 enzyme inhibitors, primary screen, biochemical, epi absorbance, recombinant enzyme | T5PNP hydrolysis, p-nitrophenol absorbance 415 nm | inhibition, % at 12.8 µM | hit rate 0.34% among 370,000 | AID 720702, 2013;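 active = inhibition above the mean of all tested compounds plus 3 SD, set per campaign, cut at about 25% in these data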;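 note: 0% = DMSO with enzyme and 100% = buffer with substrate but no TDP2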
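System – recombinant human TDP2 · Quantity – TDP2 enzyme at 120 nM final · Doses – single concentration, 12.8 µM nominal, with 1% DMSO · Incubation – 2 h at 37 °C · Measured by – epi absorbance of p-nitrophenol freed from T5PNP by hydrolysis · Read-out – % inhibition relative to enzyme-containing and enzyme-free wells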
TCR CD3 inh: inhibitors of human TCR-CD3 interaction, primary screen, biochemical, fluorescence, TAMRA-labeled TCR probe; T-cell receptor (TCR); hit rate 0.37% among 360,000; inhibition, % at 9.4 µM; AID 651800, 2012; in the data active = inhibition above about 19%;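 note: recombinant mutant TCR 2C K166C tagged with TAMRA read by polarization; 0% = receptor in buffer alone and 100% = receptor with positive control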
* hit, by the source's call; . = no result given. The list is partial. The share of hits here may be higher or lower than overall.

SMILES	HTRA1 inhibitor	PRMT1 FP inh	Tn7 DDE FP	PG9 Ab binder	UHRF1 MBD2 ctr	mABHD4 FP	SIAE inh	LEDGF integ inh	TDP2 absorb	TCR CD3 inh
O=c1c2ccccc2nc(Cc2ccccc2)n1-c1cccc(O)c1	-3	-2	-5	-1.9	-2	-4	2	5	10	-6
CCCCC(=O)N/N=C/c1c(O)n(CCCC)c(=S)[nH]c1=O	10	-7	-11	-1.6	0	0	-6	5	-21	-5
O=[N+]([O-])c1ccc(N2CCCCCC2)c2nonc12	15	89*	-5	-4.2	-46	23	-17	-3	-7	79*
Cc1cccc(-n2c(O)c(C=NC34CN5CN(CN(C5)C3)C4)c(=O)[nH]c2=O)c1	-9	-2	-2	-3.4	-2	3	3	-4	-7	-3
COc1ccc(-n2c(CNCCc3ccc(C)cc3)nc3ccccc3c2=O)cc1	-22	-4	-3	-1.3	0	0	2	8	0	0
Cc1ccccc1C(=O)NC(Oc1ccccc1)C(Cl)(Cl)Cl (stereo unspecified)	-7	2	2	-3.0	4	-5	-9	-1	-4	-8
CC(C)(C)NS(=O)(=O)c1ccc(OCC(=O)N2CCN(Cc3ccccc3)CC2)cc1	3	-3	-7	-1.1	3	-4	-5	8	-12	-11
O=S(=O)(c1cc(Cl)cc(Cl)c1)N1Cc2cc(-c3cccc(F)c3)ccc2-n2nncc2C1	.	-1	1	0.7	0	6	-2	1	6	3
c1ccc2sc(N3CCNCC3)nc2c1	0	4	4	-0.7	0	5	0	-10	-2	-6
CCc1ccc(N2C(=O)CC(=O)NC2=O)cc1	3	4	-5	-1.9	-4	0	5	3	-3	-1
Cc1ccc(N=Nc2c(O)[nH]c(=O)[nH]c2=O)c([N+](=O)[O-])c1	-1	-2	3	-1.5	0	1	0	-3	7	-3
CCOc1ccc(-c2c(C)n(-c3ccc(OCC)cc3)c3[n+]2CCCCC3)cc1	0	2	2	-1.7	1	4	13	0	-4	4
Cc1cc(O)c2c3c(c(=O)oc2c1)CCC(C)C3 (stereo unspecified)	-7	-2	-2	-0.1	-1	-7	8	1	-3	-5
CCOP(=O)(OCC)C(O)c1ccc2c(c1)OCO2 (stereo unspecified)	5	6	3	1.5	1	-12	-11	-2	-10	-13
CC12CN3CCN(C1)CC(C)(C3)C2=NN	6	-1	6	-1.2	-2	1	-4	-2	2	2
COc1ccc(C(=O)C2CCCN(C3CSCCSC3)C2)cc1OC (stereo unspecified)	1	3	3	-0.7	0	5	-4	0	7	4
CC(=O)OC1C2CCC1C(N1CCCCC1)CC2 (stereo unspecified)	1	-1	-3	-3.7	7	-5	-4	7	-10	-7
CCOP(=S)(OCC)SCCSCC	1	-3	-6	-1.2	0	2	-3	0	-2	5
c1ccc(CNC2CCCCCCC2)cc1 (tested in a mixture with another compound)	0	-3	3	0.7	0	4	-6	1	-4	1
O=C(Nc1ccccc1)N1CCC2(CC1)OCCO2	9	-3	-1	-0.2	1	-1	9	1	2	11
N=c1c2c(-c3ccccc3)c(-c3ccccc3)n(Cc3ccccc3)c2ncn1C1CCC(O)CC1 (stereo unspecified)	.	-5	-9	.	0	7	17	0	-10	.
COc1ccccc1OP(=O)(Nc1ccc(Br)cc1)Oc1ccccc1OC	-21	-4	1	-1.8	1	-11	-7	-1	-4	7
COc1ccc(-[n+]2c(-c3ccccc3)cc(-c3ccc(C)cc3)cc2-c2ccccc2)cc1	-2	3	-1	-1.9	0	18	2	-5	4	-10
O=C(c1cccnc1)N1Cc2ccccc2-n2nncc2C1	-2	-4	-3	-0.8	2	-7	4	1	-3	2
C=CCn1c(O)c(C(C)=NCCCN(C)C)c(=O)[nH]c1=O	-3	-2	-1	0.1	3	-1	-2	-3	18	-1

Compound profiles, as listed above:
Entry for c1ccc(CNC2CCCCCCC2)cc1 (tested in a mixture with another compound) → HTRA1 inhibitor = 0; PRMT1 FP inh = -3; Tn7 DDE FP = 3; PG9 Ab binder = 0.7; UHRF1 MBD2 ctr = 0; mABHD4 FP = 4; SIAE inh = -6; LEDGF integ inh = 1; TDP2 absorb = -4; TCR CD3 inh = 1
Entry for CCOP(=O)(OCC)C(O)c1ccc2c(c1)OCO2 (stereo unspecified) → HTRA1 inhibitor = 5; PRMT1 FP inh = 6; Tn7 DDE FP = 3; PG9 Ab binder = 1.5; UHRF1 MBD2 ctr = 1; mABHD4 FP = -12; SIAE inh = -11; LEDGF integ inh = -2; TDP2 absorb = -10; TCR CD3 inh = -13
Entry for C=CCn1c(O)c(C(C)=NCCCN(C)C)c(=O)[nH]c1=O → HTRA1 inhibitor = -3; PRMT1 FP inh = -2; Tn7 DDE FP = -1; PG9 Ab binder = 0.1; UHRF1 MBD2 ctr = 3; mABHD4 FP = -1; SIAE inh = -2; LEDGF integ inh = -3; TDP2 absorb = 18; TCR CD3 inh = -1

Further entries
SMILES	HTRA1 inhibitor	PRMT1 FP inh	Tn7 DDE FP	PG9 Ab binder	UHRF1 MBD2 ctr	mABHD4 FP	SIAE inh	LEDGF integ inh	TDP2 absorb	TCR CD3 inh
CCCC(=O)OCC[N+](C)(C)C	1	-4	-3	0.8	0	-5	-6	5	2	11
COc1ccc(N2C(=O)NC(=O)C(CCc3ccncc3)(CCc3ccncc3)C2=O)cc1	9	-1	1	0.1	-4	0	-2	-2	15	10
Cc1c(NC(NC(=O)CF)C(Cl)(Cl)Cl)c(=O)n(-c2ccccc2)n1C (stereo unspecified)	-2	2	-5	-0.5	2	1	6	2	3	5
COC(=O)C1=C(c2ccc(F)cc2OCc2ccccc2)C[C@@H]2CC[C@H]1N2C(=O)NCCOc1ccccc1	-39	-2	2	0.7	-2	-11	-10	1	-11	0
OCC[n+]1c2ccccc2nc2ccc(N3CCOCC3)cc21	.	7	1	-35	-11	0	-5	-5	1	-5
CCOC(=O)C(O)(c1ccc(N(CC)S(=O)(=O)c2ccc(C)cc2)cc1)C(F)(F)F (stereo unspecified)	-19	1	-7	0.0	1	-15	1	1	-7	0
CC1=CC(=C2C(=O)NC(=O)NC2=O)C=C(C(F)(F)F)N1C(C)C	2	1	3	-0.6	-1	5	-7	-3	-11	0
COC(=O)C1=C(c2c(C)noc2C)C[C@@H]2CC[C@H]1N2C(=O)NCc1ccco1	4	2	-5	-0.5	5	10	1	0	18	1
CCOC(=O)[C@]12Cc3cc(Cl)ccc3[C@H]1N(C)C(=O)c1cc(OC)ccc12	.	5	6	-1.9	0	2	-3	2	3	2
O=C(Nc1ccc(Cl)cc1C(=O)c1ccccc1Cl)c1ccco1	-2	-1	-5	-1.5	0	1	3	-2	-5	1
Cc1nc2ccccc2c(=O)n1-c1ccc(Br)cn1	.	-1	8	0.3	0	-4	-1	1	1	5
C/C=C1/CN2C3CC1C(CO)(C(=O)OC)C2Cc1c3n(C)c2ccccc12 (stereo unspecified)	2	-3	-9	2.2	-1	8	3	1	-1	-2
Cc1c(C=O)c2ccccc2n1Cc1cccc(F)c1	-15	-4	3	0.3	-2	7	7	0	3	-9
CC(C)c1ccc(-n2c(O)c(/C=N/NC(=O)c3ccccc3O)c(=O)[nH]c2=S)cc1	18	2	4	-0.7	0	26	-50	-7	-23	-17
COC(=O)CNC(=O)c1cn(CCC#N)nc1-c1ccc(F)cc1	-2	6	5	0.9	2	6	16	-2	9	3
N#CC(C#N)=C(C#N)c1ccc(Nc2ccccc2)cc1	-1	2	-1	-3.8	-2	1	0	-6	0	6
COC(=O)C1=C(c2ccc(F)cc2OCc2ccccc2)C[C@@H]2CC[C@H]1N2C(=O)NCCOc1ccccc1Cl	-52	0	7	0.1	1	-15	-5	-2	-6	2
c1ccc(CN2CCc3nc4ccccc4cc3C2)cc1	-7	-3	-1	0.2	13	-3	-2	-1	-5	8
CS(=O)(=O)NCc1nnc2n1-c1ccc(Cl)cc1C(c1ccccc1)=NC2	-3	-2	8	0.0	-2	6	-1	-3	0	8
C/C(=N\N=C(N)N)c1ccccc1	7	-1	0	1.8	4	3	-1	-4	-2	-13
CN(C)c1ccc(C=C(C#N)C#N)cc1	8	1	2	-1.3	0	-1	2	2	9	7
COc1ccc(N=Cc2c(O)n(C)c(=O)n(C)c2=O)cc1	-2	-1	-3	-1.9	-4	-4	-6	2	1	0
CC(=NCC1CCCO1)c1c(O)n(-c2ccccc2)c(=O)[nH]c1=O (stereo unspecified)	4	-2	-4	-0.9	-1	-2	2	-2	0	-3
CCN1CCN(C(c2cccs2)C(C)NC(=O)Oc2ccccc2)CC1 (stereo unspecified)	0	8	-1	-1.0	5	-3	0	-4	-11	-7
O=C(Cn1nc(-c2ccc(Cl)cc2)ccc1=O)N1CCC2(CC1)OCCO2	1	-6	-3	-0.8	0	-1	-1	0	-4	13

Continuation.
SMILES	HTRA1 inhibitor	PRMT1 FP inh	Tn7 DDE FP	PG9 Ab binder	UHRF1 MBD2 ctr	mABHD4 FP	SIAE inh	LEDGF integ inh	TDP2 absorb	TCR CD3 inh
CCCC(C)n1[nH]c(=O)c2c1NC(=O)CSC2c1ccc(OC)cc1 (stereo unspecified)	3	4	4	0.7	1	1	3	-4	-10	2
CC(C)(Cl)[N+](=O)[O-]	6	3	1	0.8	0	2	-6	2	5	4
CN1CCN2c3ccccc3CC3(C(=O)N(C)C(=O)N(C)C3=O)C2C1 (stereo unspecified)	4	0	5	0.5	-1	-5	-13	0	-1	-5
Cc1ccsc1C(=O)C1CCCN(Cc2cnn(C(C)C)c2)C1 (stereo unspecified)	7	0	0	-1.5	1	2	0	-1	-1	7
CCOc1ccccc1CNCCc1ccc2c(c1)OCO2	0	-4	1	0.4	1	3	-2	-1	-3	5
C[C@]12CC[C@H]3C(CCC4(O)CC(O)CC[C@]34C=O)C1=CC[C@H]2c1ccc(=O)oc1 (stereo partly specified)	-4	-4	0	-0.1	3	-4	0	0	-7	2
CCC(c1ccc(C)cc1)N1C(=O)C2C3CCC(O3)C2C1=O (stereo unspecified)	4	-2	-3	0.2	-1	-2	-3	5	4	-4
O=C(O)c1cc(Oc2ccc(C(F)(F)F)cc2Cl)ccc1[N+](=O)[O-]	4	0	-1	-0.4	-4	-5	-2	-2	6	11
OC1/C(=C/c2ccc(F)cc2)N2CCC1CC2 (stereo unspecified)	-1	0	0	-1.4	-1	-4	-6	-2	-13	6
